Screening results from PubChem.
TRPC6 inh: blocks the mouse TRPC6 cation channel | Q61143 | HEK293-TRPC6, membrane potential dye, ACh-evoked depolarization; hits give low values | B-score at 10 µM | 310,000 tested, 1.1% active;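 active = B-score under library mean minus 3 SD, initial fluorescence not abnormally high, positive integrated signal ratio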;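 note: B-score derived from integrated fluorescence ratio over the kinetic read; more negative B-score means stronger inhibition of depolarization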
MrgX1 ag: human MrgX1 receptor agonism, primary screen. MrgX1-HEK293 cells, Fluo-4 calcium fluorescence, agonist mode; hits give high values. B-score at 10 µM. 310,000 tested, 0.44% active. AID 588627;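 active = calcium response B-score plate-corrected fluorescence ratio at least 3 library SD, with starting fluorescence B-score inside 5 SD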
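Assay system: stable human MrgX1 HEK293 cell line. Quantity: 15,000 cells per well. Schedule: cells plated overnight, dye loaded 0.5 h 37 °C, 0.5 h room temperature. Detection: Fluo-4 NW calcium-flux fluorescence, kinetic read. Read-out basis: peak-minus-minimum fluorescence over baseline, converted to B scores. Control set: positive and negative control wells on each plate.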
MrgX1 allo act: human MrgX1 positive allosteric modulation, primary screen; 310,000 tested, 0.63% active; MrgX1-HEK293, Fluo-4 calcium flux, FDSS; hits give high values; B-score at 10 µM; AID 588675;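 active = plate-corrected calcium response at least 3 library SD above typical, normal starting fluorescence, not activating the receptor alone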;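 note: compound read alongside a low EC10 to EC30 dose of BAM8-22 agonist; peak minus trough fluorescence over baseline measured at the second addition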
AI-2 QS mod: modulators of Vibrio harveyi AI-2 quorum sensing system. Vibrio harveyi JMH597 AI-2 luminescence/OD600 ratio, 9 h; hits give low values; strain lacks LuxN and CqsS sensors; 0 = neutral-control median. activity change, % at 7.5 µM. 300,000 tested, 0.4% active; in the data active = activity change below about -75%, passing the limit was not always enough;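 note: luminescence divided by OD600 gain over 9 h not by final OD600 alone; inactives centre near 13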
TRPC6 activator: mouse TRPC6 channel activation | AID 2550 | HEK293-TRPC6 membrane potential dye fluorescence; hits give high values | 310,000 tested, 0.13% active | B-score at 10 µM;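 active = B-score of the integrated fluorescence ratio above library mean plus 3 SD, and starting fluorescence ratio within library mean plus 5 SD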;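 note: higher score means more depolarization so channel activation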
MrgX1 antag: blocks BAM8-22 activation of human MrgX1 receptor | B-score at 10 µM | MRGX1-HEK293 calcium flux, Fluo-4, BAM8-22 antagonism; hits give low values | 310,000 tested, 1.3% active | AID 588676;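 active = calcium-response B-score plate-corrected more than 3 library SD below zero, starting fluorescence within 5 deviations, no agonist response on first addition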;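 note: peak minus trough fluorescence over baseline after final BAM8-22 challenge near maximal dose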
TRPC4 inh: TRPC4 (mouse) channel inhibition; Q9QUQ5; HEK293 TRPC4beta/mu-opioid, DAMGO-evoked Fluo4 calcium flux; hits give low values; B-score at 10 µM; 300,000 tested, 0.39% active; AID 2247;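 active = B-score over 3 SD under the library average, no early fluorescence shift, positive overall ratio signal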
Target sequence (Q9QUQ5 whole entry, looked up): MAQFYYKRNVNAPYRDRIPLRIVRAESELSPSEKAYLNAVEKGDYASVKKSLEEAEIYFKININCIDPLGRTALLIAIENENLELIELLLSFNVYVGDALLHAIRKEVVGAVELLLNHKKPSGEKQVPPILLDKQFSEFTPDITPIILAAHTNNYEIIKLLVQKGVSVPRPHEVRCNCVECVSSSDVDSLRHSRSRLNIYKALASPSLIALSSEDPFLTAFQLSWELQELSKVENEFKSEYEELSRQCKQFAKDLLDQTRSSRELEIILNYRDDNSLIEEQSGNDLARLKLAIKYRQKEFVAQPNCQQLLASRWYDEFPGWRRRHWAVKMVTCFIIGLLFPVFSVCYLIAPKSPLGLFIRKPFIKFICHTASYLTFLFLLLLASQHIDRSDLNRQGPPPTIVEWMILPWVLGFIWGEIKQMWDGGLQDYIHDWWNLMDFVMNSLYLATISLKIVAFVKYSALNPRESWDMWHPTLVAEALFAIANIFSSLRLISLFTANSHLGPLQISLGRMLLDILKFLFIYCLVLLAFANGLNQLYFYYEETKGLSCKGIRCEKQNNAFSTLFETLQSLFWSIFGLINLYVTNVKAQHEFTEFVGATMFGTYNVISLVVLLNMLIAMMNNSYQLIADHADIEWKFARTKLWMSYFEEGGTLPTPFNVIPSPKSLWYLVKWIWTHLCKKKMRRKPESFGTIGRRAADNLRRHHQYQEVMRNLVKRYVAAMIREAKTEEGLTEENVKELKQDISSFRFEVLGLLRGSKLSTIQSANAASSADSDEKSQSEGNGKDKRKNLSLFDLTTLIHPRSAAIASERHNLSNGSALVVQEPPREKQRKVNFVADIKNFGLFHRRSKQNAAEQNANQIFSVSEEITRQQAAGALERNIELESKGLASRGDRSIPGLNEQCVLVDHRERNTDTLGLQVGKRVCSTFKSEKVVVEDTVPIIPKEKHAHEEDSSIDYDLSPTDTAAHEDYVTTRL
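material = TRPC4beta/mu-opioid receptor HEK293 cell line | probe or stimulus = sequential submaximal and maximal DAMGO stimulation | compound dosing = one concentration per compound | measured by = Fluo4 Ca2+ flux fluorescence | evaluation = integrated fluorescence ratio relative to baseline, converted to per-well B score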
TRPC4 PAM: TRPC4 (mouse) allosteric potentiation | 310,000 tested, 0.42% active | HEK293 TRPC4beta/mu-opioid, DAMGO EC20, Fluo-4 Ca2+ flux; hits give high values | B-score at 10 µM | AID 2227 | Q9QUQ5;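 active = B-score of calcium response area above 5 SD of library B-scores, with initial fluorescence ratio within 5 SD of library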;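 note: B-score of integrated fluorescence ratio over time as area under calcium response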
HIF activator: HIF pathway transcriptional activation; AID 1910; 300,000 tested, 0.32% active; activation, % at 7.5 µM (by protocol); U2OS HRE-luciferase reporter, luminescence; normalized: DMSO 0%, desferrioxamine 100%;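 active = mean activation of at least 10% of the iron chelator positive control signal, with at least half of replicates also reaching 10%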
TRPC4 agonist: TRPC4 (mouse) channel activation; HEK293 TRPC4beta/mu-opioid, Fluo4 calcium fluorescence; hits give high values; B-score at 10 µM; AID 2237; Q9QUQ5; 310,000 tested, 0.49% active;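 active = B-score above 5 SD of library B-scores, and initial fluorescence ratio not above library mean plus 5 SD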;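 note: positive B-score marks a calcium rise read as TRPC4 activation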
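Assay system: HEK293 cells stably co-expressing mouse TRPC4beta and mu-opioid receptor / Timing: Fluo4 dye loading 45 min at room temperature, 110 s recording / Signal: Fluo4 calcium-sensitive dye fluorescence, kinetic, 1 Hz baseline / Read-out: integrated baseline-normalised fluorescence ratio, converted to per-well B score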
PolyA inhibitor: yeast polyadenylation inhibition | S. cerevisiae SKY197-pL101 polyadenylation reporter, beta-gal luminescence; efflux-impaired pdr1/pdr3 knockout yeast; score 100 = 6 SD above DMSO | calls only at 12 µM | 300,000 tested, 0.02% active;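 active = lowest replicate activity score at least 50, where 100 means six control SD above control mean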;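 note: yeast exposed to compound for 9 h at 30 °C; higher score means more reporter readthrough which indicates perturbed polyadenylation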
Active calls of the source: *; i = inactive; . = not tested or not shown. An excerpt (hit frequency here may not be typical).

The line under a structure holds: AI-2 QS mod | MrgX1 allo act | TRPC4 PAM | PolyA inhibitor | MrgX1 antag | TRPC4 agonist | MrgX1 ag | HIF activator | TRPC6 activator | TRPC4 inh | TRPC6 inh
O=C(c1ccc(C(F)(F)F)cc1)C1CCCN(C(=O)CCN2CCCO2)C1 (configuration not stated)
  7 | i | i | i | i | i | i | 0.0 | i | i | i
N#CCCn1ccc(NC(=O)c2ccc(Cl)cc2)n1
  6 | i | i | i | i | i | i | 0.1 | i | i | i
Cc1cc(C)n(CCCNC(=O)C2CC(=O)N(Cc3ccccc3)C2)n1 (configuration not stated)
  16 | i | i | i | i | i | i | 0.1 | i | i | i
O=S1OCCN1c1ccccc1 (configuration not stated)
  12 | i | i | i | i | i | i | 0.1 | i | i | i
COc1ccc(S(=O)(=O)N2CC(C)N(C(=O)N(C)C)C2C)cc1 (configuration not stated)
  29 | i | i | i | i | i | i | -0.2 | i | i | i
O=S(=O)(NCCc1ccccc1)c1ccc(Br)cc1
  4 | i | i | i | i | i | i | 0.2 | i | i | i
O=C(O)C12CC3CC(C1)CC(n1ncc(NCc4ccccc4)c(Cl)c1=O)(C3)C2
  2 | i | i | i | i | i | i | -0.1 | i | i | i
Cc1nc(SCc2ccccc2F)c2cnn(-c3ccccc3)c2n1
  12 | i | i | i | i | i | i | 2.7 | i | i | i
O=C(CCN1C(=O)C2CCCCC2C1=O)N1CCN(S(=O)(=O)c2cccc(F)c2)CC1 (configuration not stated)
  16 | i | i | i | i | i | i | -0.1 | i | i | i
CCN(CC)CC(=O)Nc1c(C#N)cnn1-c1ccccc1
  17 | i | i | i | i | i | i | 0.2 | i | i | i
Cc1cc(NC(=O)CSc2nc(=O)n(CCN(C)C)c3c2CCCC3)no1
  8 | i | i | i | i | i | i | -0.1 | i | i | i
O=C(/C=C/c1ccc(S(=O)(=O)N2CCOCC2)cc1)NC(=S)Nc1ccc(N2CCOCC2)cc1
  11 | i | 12* | i | i | i | i | 0.1 | i | i | i
FC(F)(F)c1ccccc1CNCc1ccncc1
  20 | i | i | . | i | i | i | -29 | i | i | i
COc1cccc(-c2nnn(CCC(=O)O)n2)c1
  0 | i | i | i | i | i | i | -0.5 | i | i | i
O=C1CSC(c2ccc([N+](=O)[O-])cc2)N1Cc1ccccc1 (configuration not stated)
  4 | i | i | i | i | i | i | -0.7 | i | i | i
CN(C)CCNC(=O)c1ccc(COc2ccc(Cl)cc2Cl)cc1
  2 | i | i | i | i | i | i | -0.1 | i | i | i
CC(C)n1c(SCC(=O)NC2CCCCC2)nnc1-c1ccco1
  . | i | i | i | i | i | i | -14 | i | i | i
CN1CCC(NC(=S)NC2CC2)CC1
  11 | i | i | i | i | i | i | 0.2 | i | i | i
CCC(C)NC(=O)COC(=O)c1csc2c1CCCC2 (configuration not stated)
  5 | i | i | i | i | i | i | -0.4 | i | i | i
CN(C(=O)c1ccnn1C)C1CCCN(Cc2ccccc2F)C1 (configuration not stated)
  24 | i | i | i | i | i | i | 0.3 | i | i | i
CCCCC1CCC(c2nc(-c3ccccn3)no2)CC1 (configuration not stated)
  20 | i | . | i | i | . | i | -2.0 | . | . | .
CCCCN1C(=O)C(=O)NC[C@@H]1C(C)CC (some centres not stated)
  19 | i | i | i | i | i | i | -0.1 | i | i | i
COCc1cc(C)nc2sc3c(=O)oc(C)nc3c12
  1 | i | i | i | i | i | i | -0.2 | i | i | i
COCCNS(=O)(=O)c1ccc2c(c1)n(C)c(=O)n2C
  10 | i | i | i | i | i | i | 0.0 | i | i | i
COc1ccc(NC(=O)C2CC(=O)n3cnnc3S2)cc1 (configuration not stated)
  41 | i | i | i | i | i | i | 0.8 | i | i | i
CC(C)C[C@H]1CN=C(Nc2ccccc2)N1CCC1CCCCC1
  7 | i | i | i | i | i | i | -0.4 | i | i | i
CCOc1ccc(NC(=O)CN(C)c2ccc(S(=O)(=O)N3CCOCC3)cn2)cc1OCC
  5 | i | i | i | i | i | i | -0.7 | i | i | i
COc1cc(OC)c(C(=O)OCC(=O)N2CCOCC2)cc1OC
  13 | i | i | i | i | i | i | -0.4 | i | i | i
CC(C)(C)c1cc(-c2csc(Nc3ccccc3)[n+]2Cc2ccc(C(=O)O)cc2)cc(C(C)(C)C)c1O
  40 | i | i | i | -9.5* | i | i | 0.1 | i | i | i
O=C(COC(=O)C1CCN(c2ccc(C(F)(F)F)cn2)CC1)Nc1ccc(Cl)cc1
  -27 | i | i | i | i | i | i | -10 | i | i | i
COc1ccc(OC)c2c(C)c(C)[nH]c12
  21 | i | i | i | i | i | i | 0.4 | i | i | i
O=C(c1ccco1)N1CCN=C1SCc1ccc(F)cc1
  8 | i | i | i | i | i | i | 1.2 | i | i | i
CCOC(=O)CNC(=O)Cc1ccc(OC)cc1
  1 | i | i | i | i | i | i | 0.6 | i | i | i
Clc1ccc(N=C2SCCS2)cc1
  22 | i | i | i | i | i | i | 2.3 | i | i | i
CC(=O)Oc1ccc2oc3c(c2c1)C(=O)CCC3
  20 | i | i | i | i | i | i | -0.1 | i | i | i
CN(CC(=O)Nc1ccc(Cl)cc1)c1ccc(S(=O)(=O)N2CCCCC2)cc1[N+](=O)[O-]
  2 | i | i | i | i | i | i | -0.7 | i | i | i
S=c1[nH]nc(-c2cccnc2)o1
  32 | i | i | i | i | i | i | 0.6 | i | i | i
Cc1ccnc(SC2CC(=O)N(c3ccc(C(C)C)cc3)C2=O)n1 (configuration not stated)
  -5 | i | i | i | i | i | i | -0.3 | i | i | i
Cc1ccc(N2C(=O)C(Cc3ccc(O)cc3)NC2=S)cc1C (configuration not stated)
  23 | i | i | i | i | i | i | -4.2 | i | i | i
O=C(NC1CCCC1)C1CCCN(S(=O)(=O)c2ccc(-n3cnnn3)cc2)C1 (configuration not stated)
  3 | i | i | i | i | i | i | -1.2 | i | i | i
COC(=O)c1nn(-c2ccccc2)c(Cl)c1/C=N/OC(=O)c1ccc(Cl)c(Cl)c1
  18 | i | i | i | i | i | i | -0.2 | i | i | i
COc1cc(/C=N/NC(=O)c2cc(C34CC5CC(CC(C5)C3)C4)[nH]n2)ccc1O
  33 | i | i | i | i | i | i | 0.5 | i | i | i
COc1cccc(C(=O)N2C(C(=O)O)CSC2c2ccccc2Cl)c1 (configuration not stated)
  15 | i | i | i | i | i | i | 0.1 | i | i | i
CS(=O)(=O)N1CCN(C(=O)CCc2ccccc2)CC1
  4 | i | i | i | i | i | i | -0.6 | i | i | i
CCOC(=O)COc1c(/C=N\OC)cc(Cl)cc1OC
  14 | i | i | i | i | i | i | -0.1 | i | i | i
COC(=O)[C@@H](NC(=O)NC1CCN(Cc2ccccc2)CC1)C(C)C
  19 | i | i | i | i | i | i | -0.2 | i | i | i
CCOC(=O)c1cc(C#N)c(N2CCNCC2)nc1C(F)(F)F
  26 | i | i | i | i | i | i | 0.0 | i | i | i
FC(F)(F)c1ccc(Cl)c(NC2=NCCCCC2)c1
  9 | i | i | i | i | i | i | 1.3 | i | i | i
COc1ccc(-c2noc(COc3ccc(C)c(C)c3)n2)cc1OC
  12 | i | i | i | i | i | i | -0.1 | i | i | i
CCOC(=O)C1=C(C)OC(N)=C(C#N)C1c1ccc(C)s1 (configuration not stated)
  18 | i | i | i | i | i | i | 0.7 | i | i | i

Further structures follow:
The line under a structure holds: AI-2 QS mod | MrgX1 allo act | TRPC4 PAM | PolyA inhibitor | MrgX1 antag | TRPC4 agonist | MrgX1 ag | HIF activator | TRPC6 activator | TRPC4 inh | TRPC6 inh
Cc1nn(CCCC(=O)NCc2ccccc2Cl)c(=O)c2nccn12
  28 | i | i | i | i | i | i | -0.4 | i | i | i
O=C(COC(=O)c1ccccc1O)Nc1ccc(S(=O)(=O)N2CCCCC2)cc1
  -22 | i | i | i | i | i | i | -0.2 | i | i | i
CC(=O)OC[C@H]1O[C@@H](n2ncc(=O)[nH]c2=O)[C@H](OC(C)=O)[C@@H]1OC(C)=O
  14 | i | i | i | i | i | i | -0.1 | i | i | i
Cc1ccccc1NS(=O)(=O)c1cc(C(=O)NCc2ccncc2)ccc1Cl
  8 | i | i | i | i | i | i | 1.4 | i | i | i
COCCCNS(=O)(=O)c1ccc2c(c1)OCCO2
  7 | i | i | i | i | i | i | -0.3 | i | i | i
Cc1ccc(S(=O)(=O)NC(C)(C)CSc2nnc(N)s2)cc1
  5 | i | i | i | i | i | i | 0.2 | i | i | i
C/C(=N\N=C1\NC(=O)CC(C(=O)O)S1)c1cccs1 (configuration not stated)
  30 | i | i | i | i | i | i | 0.0 | i | i | i
O=C(CSc1ncnc2nc[nH]c12)N1CCN(c2ccc(Cl)cc2)CC1
  17 | i | i | i | i | i | i | -0.4 | i | i | i
COc1ccc(C(=O)N2CCCC(c3nc(-c4ccc(C)o4)no3)C2)cc1OC (configuration not stated)
  -1 | i | i | i | i | i | i | -0.1 | i | i | i
O=C(O)CCC(=O)Nc1nc2nc(-c3ccccc3)cc(-c3ccccc3)n2n1
  17 | i | i | i | i | i | i | -0.4 | i | i | i
COc1cc2c(cc1OC)-c1cc(Nc3cccc(C)c3)nc(=O)n1CC2
  13 | i | i | i | i | i | i | -0.9 | i | i | i
O=C(c1ccccc1Cl)N1CCC(N2CCC(C(=O)N3CCCC3)CC2)CC1
  11 | i | i | i | i | i | i | -0.1 | i | i | i
CC1=C(C(=O)OCCc2ccccc2)C(c2ccsc2)NC(=O)N1C (configuration not stated)
  -27 | i | i | i | i | i | i | -0.2 | i | i | i
Cc1ccc(NC(=O)c2cc(S(=O)(=O)N3CCOCC3)cn2C)cc1Cl
  40 | i | i | i | i | i | i | -0.3 | i | i | i

Quoted from the listing:
COc1cc2c(cc1OC)-c1cc(Nc3cccc(C)c3)nc(=O)n1CC2 in AI-2 QS mod → 13
Cc1ccc(NC(=O)c2cc(S(=O)(=O)N3CCOCC3)cn2C)cc1Cl in AI-2 QS mod → 40
